NS5 inhibitors – Dengue-2 NS5 methyltransferase inhibitors, primary screen, biochemical, confirmation dose response (AID 588689). Dengue-2 NS5 methyltransferase capping enzyme assay, biochemical; higher % means a stronger effect. 0.3% of 340,000 active. one-dose inhibition, % at 25 µM; IC50 in µM for titrated hits; in the data active means a potency from the dose series; inconclusive means inhibition above about 29% without an active follow-up result
MgcRacGAP inhibition – MgcRacGAP GTPase-activating activity inhibitors, confirmation, biochemical, ADP Hunter fluorescence; 0.6% of 340,000 active; MgcRacGAP-stimulated Rac1 GTP hydrolysis, ADP Hunter fluorescence; higher % means a stronger effect; GST-tagged Rac1 F28L mutant substrate; inhibition, % at 30 µM; hits with a dose series show IC50 in µM;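 active means first-screen hits whose inhibition reached a set limit at any dose in the follow-up dose series; inconclusive means inhibition above the set first-screen limit but never retested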;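 further: fluorescence reports GDP produced by GAP-driven GTP hydrolysis; strong numbers were not always called active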
CSM14.1 death rescue – protection against thapsigargin-triggered cell killing – 384-well, CSM14.1, ATP luminescence, primary screen (AID 1222) | CSM14.1 thapsigargin-induced death rescue, ATP luminescence; higher % means a stronger effect | cellular ATP content (survival), % at 20 µM; hits with a dose series show EC50 in µM | 190,000 tested, under 10 active;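 active means EC50 below 50 µM in the dose-response confirmation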;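 further: death triggered by thapsigargin at about 15 µM added after 2 h compound pretreatment; cell ATP read after overnight thapsigargin exposure of roughly 18 to 22 hours; normalized against plate controls of thapsigargin alone and 5% DMSO vehicle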
RSV antiviral HEp-2 – inhibition of RSV-induced cytopathic effect – HEp-2 cells, primary 10 µM value included (AID 2391); HEp-2 cells, RSV-induced CPE inhibition; higher % means a stronger effect; CPE inhibition, % at 10 µM, or IC50 in µM where a hit was titrated; 0.13% of 310,000 active; in the data active means a potency from the dose series; inconclusive means CPE inhibition mostly from about 23% at the one dose, without a potency; inactive means the rest, 99 in 100 with CPE inhibition below about 21%; further: strong numbers were not always called active
GPR35 antagonists – inhibition of zaprinast-stimulated GPR35 beta-arrestin translocation – imaging, U2OS, beta-arrestin-GFP, zaprinast agonist, primary screen (AID 2058). one-dose inhibition, % at 10 µM; IC50 in µM for titrated hits. 0.052% of 290,000 active. U2OS GPR35 beta-arrestin-GFP translocation imaging, zaprinast antagonism; higher % means a stronger effect;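 active means inhibition of at least 50% with at least 30 cells and total cytoplasm GFP at most 10,000,000; inconclusive means under 30 cells or total GFP of 10,000,000 plus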
PhoP inhibition – inhibitors of PhoP regulon expression, primary screen, Salmonella Typhimurium, GFP reporter (AID 1863) | inhibition, % at 50 µM; hits with a dose series show IC50 in µM | S. Typhimurium PhoP-regulated promoter GFP reporter, 4 h; higher % means a stronger effect | 0.16% of 300,000 active;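 active means inhibition over 29.93%, a cutoff 3 SD above the screen mean, later confirmed by dose response; inconclusive means inhibition over 29.93% but no dose response follow-up; inactive means inhibition at most 29.93% or unconfirmed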;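 further: 0% = low Mg2+ inducing control and 100% = high Mg2+ repressing control; strong numbers were not always called active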
SV40 large T antigen – SV40 large T antigen inhibitors, biochemical (AID 1903); SV40 large T antigen ATPase/helicase inhibition assay; higher % means a stronger effect; inhibition, % at 20 µM; hits with a dose series show IC50 in µM; 0.39% of 310,000 active; in the data active means a potency from the dose series; inconclusive means inhibition mostly from about 32% at the one dose, without a potency; inactive means the rest, 99 in 100 with inhibition below about 32%; further: strong numbers were not always called active
West Nile antiviral – West Nile virus antiviral activity, cell-based, CPE readout (AID 1621). West Nile virus-infected cells, CPE inhibition; higher % means a stronger effect. one-dose CPE inhibition, % at 10 µM; IC50 in µM for titrated hits. 0.02% of 290,000 active; in the data active means a potency from the dose series; inconclusive means CPE inhibition mostly from about 3.7% at the one dose, without a potency; inactive means the rest, 99 in 100 with CPE inhibition below about 2.2%; further: strong numbers were not always called active
LYP phosphatase – inhibitors of LYP phosphatase, biochemical, fluorescence intensity, uHTS (AID 1779) | recombinant LYP phosphatase, fluorescence intensity; higher % means a stronger effect | inhibition, % at 11.5 µM; hits with a dose series show IC50 in µM | 0.054% of 290,000 active; in the data active means inhibition above about 50%;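 further: plate controls were vehicle with enzyme for no effect and no enzyme for full effect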
NS5 inhibitors pilot replicate – further read-out of NS5 inhibitors, marked with its call; inhibition, %; measured here: pilot screen replicate inhibition
The depositor's hits bear a star; ? = inconclusive; · = no result given; & = joins results of further samples.

SMILES	NS5 inhibitors	MgcRacGAP inhibition	CSM14.1 death rescue	RSV antiviral HEp-2	GPR35 antagonists	PhoP inhibition	SV40 large T antigen	West Nile antiviral	LYP phosphatase	others
O=C(Nc1ccc2oc(-c3ccncc3)nc2c1)c1ccc([N+](=O)[O-])o1	-10.8%	7.7%	·	-0.2%	11.4%	-3.3%	5.9%	-2.4%	-3.9%
CN(C)/C=N/c1cc(=O)[nH]c(=O)n1CC1CC1	-4.8%	3.3%	-1.7%	0.5%	-2.3%	-1.2%	24.2%	-0.1%	0.3%
COC(=O)c1sccc1NC(=O)Nc1cc(OC)ccc1OC	-0.3%	4.0%	·	3.1%	-14.6%	-0.7%	11.5%	-0.3%	-10.4%
N#Cc1cn(CC(=O)NCc2cccnc2)c2ccccc12	0.7%	1.5%	-2.6%	-1.2%	-18.8%	-6.4%	-3.3%	0.3%	-4.2%
COc1ccc(N2CCN(CCCNC(=O)c3ccc(CS(=O)(=O)c4ccc(Cl)cc4)o3)CC2)cc1	-4.1%	14.0%	·	2.9%	2.9%	4.4%	9.9%	-0.3%	-10.0%
COc1ccc(-c2cc(C(F)(F)F)n3ncc(C(=O)Nc4c(C)n(C)n(-c5ccccc5)c4=O)c3n2)cc1	·	·	-1.1%	1.5%	1.0%	3.6%	4.0%	-0.3%	0.8%
O=C(C1=C[C@H](c2ccc(C(F)(F)F)cc2)C[C@H](OCCCCO)O1)N1CCN(Cc2ccc3c(c2)OCO3)CC1	-3.9%	2.5%	8.1%	3.0%	-8.7%	-2.3%	3.1%	-0.3%	-1.7%
O=C(NN1C(=O)c2ccccc2NC1c1ccc([N+](=O)[O-])o1)c1ccc(Br)cc1 (stereo not drawn)	-10.1%	5.3%	1.4%	-0.1%	-0.3%	-9.9%	14.2%	-1.1%	0.1%
Cc1ccccc1NC(=O)C1CCCN1S(=O)(=O)c1ccc2c(c1)n(C)c(=O)c(=O)n2C (stereo not drawn)	0.0%	-5.7%	-3.9%	1.8%	-4.6%	2.1%	8.8%	·	-3.4%
Cc1cccc(Oc2ccc(NC(=O)c3ccccc3C(=O)O)cc2)c1C	-6.6%	11.3%	-0.1%	0.1%	15.6%	-12.6%	6.2%	-0.1%	-0.8%
CCOC(=O)c1c(C)oc2cc(Br)c(OCC(N)=O)cc12	4.1%	4.1%	-4.1%	1.9%	-6.2%	1.3%	2.4%	-0.5%	-6.1%
CCOC(=O)c1[nH]c(C)c(C(=O)OCC(=O)N2c3ccccc3CC2C)c1C (stereo not drawn)	-4.1%	-2.2%	-0.3%	0.4%	13.5%	1.8%	18.1%	-0.9%	-6.5%
COc1ccc(CNC(=O)[C@H](C)NC(=O)C2CCN(S(=O)(=O)c3ccc(F)cc3)CC2)cc1	-7.0%	5.7%	·	-0.4%	4.0%	-7.5%	9.0%	-0.8%	-10.3%
CCOC(=O)C1=C(C)N(CCC(=O)O)C(=O)NC1c1ccccc1Cl (stereo not drawn)	0.0%	10.7%	·	2.7%	·	-1.3%	12.9%	0.1%	·
COCCN(Cc1cccs1)S(=O)(=O)c1csc(C(N)=O)c1	-1.8%	11.3%	·	1.6%	14.5%	-8.9%	5.3%	0.0%	-6.6%
C=CCOc1c(Br)cc(CNc2ccc(NC(=O)C(C)C)c(OC)c2)cc1OC	-1.4%	10.8%	-1.1%	4.9%	-8.1%	1.5%	11.9%	-0.6%	2.6%
COc1ccc(CNc2ccc3c(c2)nc(C)n3C)cc1OC	-3.9%	22.1%	·	1.8%	0.5%	-2.5%	22.3%	-1.1%	-10.4%	NS5 inhibitors pilot replicate=0.3
COc1cccc(C(=O)c2ncc(C(F)(F)F)cc2Cl)c1	-3.7%	0.1%	-0.1%	1.2%	-11.6%	-0.3%	7.5%	-1.3%	-9.0%
Cc1ccc(OCCN2C(=O)NC3(CCc4ccccc4C3)C2=O)cc1 (stereo not drawn)	2.7%	12.5%	3.1%	3.0%	-4.6%	6.2%	10.0%	-0.4%	-4.8%
O=C(c1cccs1)n1cc(C(=S)N2CCOCC2)c2ccccc21	-1.4%	10.1%	-3.0%	1.5%	-7.2%	-14.7%	2.1%	0.6%	2.7%	NS5 inhibitors pilot replicate=-5.8
O=C(OCC(=O)N1CCOCC1)c1cccc(S(=O)(=O)N2CCCc3ccccc32)c1	0.0%	10.4%	·	2.0%	-7.9%	-1.3%	16.7%	0.7%	0.4%
CNS(=O)(=O)Cc1ccc2[nH]cc(CCN(C)C)c2c1	2.2%&1.5%	-4.6%&5.0%	·	1.2%&1.2%	-11.9%	-3.6%&-5.6%	3.5%&18.6%	0.4%&-0.2%	-11.5%
CCOC(=O)N1CCN(C(=O)C2CCN(C(=O)c3cc4sccc4n3CC)CC2)CC1	-2.1%	6.2%	·	1.0%	12.7%	9.1%	6.4%	-0.3%	-2.0%
Cc1ccc(C)c(OCC(=O)Nc2cc(NC(=O)COc3cc(C)ccc3C)cc(C(=O)O)c2)c1	11.8%	6.1%	·	?	-5.2%	0.2%	8.0%	-0.3%	-1.6%	NS5 inhibitors pilot replicate=0.6
N#Cc1c(-c2cccc(Br)c2)cc(-c2cccnc2)nc1N	1.3%	-3.6%	0.3%	5.5%	-2.2%	-15.6%	7.7%	-1.1%	-15.4%
(list continues)
SMILES	NS5 inhibitors	MgcRacGAP inhibition	CSM14.1 death rescue	RSV antiviral HEp-2	GPR35 antagonists	PhoP inhibition	SV40 large T antigen	West Nile antiviral	LYP phosphatase	others
CCC(C(=O)NCc1ccco1)N(C(=O)CNS(=O)(=O)c1ccccc1)C1CCCCC1 (stereo not drawn)	-1.4%	8.8%	2.0%	0.5%	3.9%	-7.4%	5.9%	-0.5%	-9.8%
Cc1ccc(Nc2nc(NCCO)nc(N3CCCC3)n2)cc1	-3.1%	8.9%	·	4.5%	·	-3.2%	4.8%	-0.5%	·
CC(=O)N1CCCc2cc(S(=O)(=O)NC(C(=O)NC(C)c3ccccc3)C(C)C)ccc21 (stereo not drawn)	-2.0%	4.7%	-2.3%	0.5%	1.6%	21.7%	18.7%	-0.9%	-5.8%	NS5 inhibitors pilot replicate=-6.7
O=C(/C=C/c1ccc(-c2ccccc2)o1)c1ccccc1	-12.3%	4.5%	7.5%	2.3%	22.1%	6.0%	5.9%	-0.4%	7.4%
CCOCCCNC(=O)C1CCN(C(=O)Nc2ccc(Cl)cc2)CC1	-1.0%	-2.1%	-1.5%	-0.6%	-5.6%	-26.8%	0.0%	-0.6%	5.6%
COc1ccc(Nc2c(-c3ccc(C)cc3)nc3cnccn23)cc1	2.3%	20.4%	-1.4%	-0.4%	-6.6%	0.2%	14.6%	-1.1%	4.4%
S=c1[nH]c2cc3c(cc2[nH]1)OCCO3	-15.3%	20.2%	·	·	0.2%	-14.9%	18.2%	0.3%	-0.9%
COC(=O)Nc1ccc(S(=O)(=O)N2CCCCC2C(=O)O)cc1 (stereo not drawn)	-2.3%	7.0%	-0.9%	2.9%	-11.6%	-11.9%	6.2%	-0.4%	1.2%
COc1ccc(CCNC(=O)C(=O)NCC2OCCN2S(=O)(=O)c2ccc(C)cc2)cc1 (stereo not drawn)	-0.7%	3.3%	·	1.6%	-3.5%	·	10.5%	-1.4%	-7.0%
CCC(C)NS(=O)(=O)c1ccc(OCC(=O)NCc2ccc3c(c2)OCO3)cc1 (stereo not drawn)	4.8%	9.4%	-0.4%	1.9%	-6.4%	-3.1%	3.1%	-0.7%	-9.2%
O=C(NCc1ccco1)c1ccc(CS(=O)Cc2cccc(Cl)c2)o1 (stereo not drawn)	2.7%	2.0%	·	-0.2%	-7.3%	-2.5%	2.8%	-0.1%	-8.3%
CC(=O)N(C)c1ccc(NS(=O)(=O)Cc2ccccc2)cc1	-7.5%	8.9%	-0.7%	1.9%	-3.4%	8.5%	16.0%	0.2%	-7.2%	NS5 inhibitors pilot replicate=-1.7
O=C(O)CCCC(=O)Nc1ccc(N=Nc2ccccc2)cc1	·	0.2%	0.0%	1.2%	1.3%	-3.5%	-0.2%	0.8%	-1.7%
O=C(NCCC1CCCCN1S(=O)(=O)c1ccc(F)cc1)C(=O)NC1CC1 (stereo not drawn)	0.7%	8.4%	·	-0.9%	·	-9.0%	8.0%	·	·
C=CCn1c(CCSCc2ccccc2)n[nH]c1=S	-13.8%	16.9%	-0.2%	2.4%	17.3%	4.4%	14.2%	-0.5%	-6.7%
O=C(CSc1nnc(Cc2ccccc2)n1-c1ccc(Cl)cc1)N1CCOCC1	-3.5%	9.6%	-2.9%	2.1%	-7.7%	-4.3%	-1.9%	-0.6%	-9.0%
O=C(NC(=S)Nc1ccccn1)c1ccco1	-5.8%	3.8%	-3.7%	0.4%	-1.2%	8.0%	10.7%	0.1%	-5.2%
CCOc1ccc(N(CC(=O)NC2CCCC2)C(=O)CSc2nnc(COc3ccccc3)o2)cc1	-0.7%	6.2%	-0.8%	-0.2%	8.9%	-2.9%	15.3%	-1.1%	-2.2%
CCOc1ccc(C(=O)Nc2cccc3cccnc23)cc1	-5.3%	12.4%	·	1.0%	2.3%	-5.5%	12.2%	-0.2%	-11.5%	NS5 inhibitors pilot replicate=-1.2
O=C(NCCC(=O)N1CCCCC1)c1ccc(Br)cc1	0.0%	2.3%	·	2.8%	-3.1%	-4.5%	2.0%	0.6%	1.8%
C/C(O)=C(\N=Nc1cc(C)ccc1O)C(N)=O	·	·	0.0%	1.7%	9.5%	-4.8%	6.8%	-0.4%	-1.7%
c1ccc(-c2nnc3ccc(N4CCCC4)nn23)cc1	1.4%	19.9%	0.8%	13.9%	4.1%	3.6%	7.7%	0.4%	0.6%
CCOC(=O)c1cc(C(=O)NC(C)c2ccccc2)c(=O)[nH]c1C (stereo not drawn)	0.8%	-4.7%	·	1.3%	17.4%	2.1%	7.6%	0.2%	-4.5%
O=C(c1ccccc1F)N1CCN(S(=O)(=O)c2ccc(S(=O)(=O)N3CCCCC3)cc2)CC1	-4.2%	2.9%	-0.2%	1.2%	4.1%	-5.5%	6.7%	0.3%	-12.7%
CC(C)(C)NC(=O)C(c1ccc(OCC(N)=O)cc1)N(C(=O)c1cccnc1)C1CC1 (stereo not drawn)	-8.8%	6.9%	-1.1%	-1.2%	12.0%	-0.4%	10.3%	-0.1%	4.0%
CCC(C)CCN1C(N(C)C)=NC[C@@H]1C (stereo partly drawn)	-10.3%	6.4%	·	-0.2%	·	·	3.6%	·	·

Compound activity: PubChem, several laboratories
